FBW7 activator: FBW7 E3 ligase activators, primary screen, biochemical, AlphaScreen, human | AlphaScreen FBW7–phospho-cyclin E peptide binding, activator screen | F-box/WD repeat-containing protein 7 (Homo sapiens), Q969H0 | normalized activity (activation), % at 26.1 µM | actives 0.13% (n = 650,000); in the data active = normalized activity above about 1.9%;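 also: purified mutant Fbw7 with reduced substrate affinity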
GPR151 activ: activators of human GPR151, primary screen, cell-based, PathHunter beta-arrestin, luminescence. G-protein coupled receptor 151 (Homo sapiens), Q8TDV0. PathHunter beta-arrestin GPR151 cells. activation, % at 11.2 µM. actives 1% (n = 650,000); in the data active = activation above about 4.9%;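 also: 0% = median of compound wells and 100% = cells with positive control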
Target sequence (Q8TDV0 whole entry, looked up): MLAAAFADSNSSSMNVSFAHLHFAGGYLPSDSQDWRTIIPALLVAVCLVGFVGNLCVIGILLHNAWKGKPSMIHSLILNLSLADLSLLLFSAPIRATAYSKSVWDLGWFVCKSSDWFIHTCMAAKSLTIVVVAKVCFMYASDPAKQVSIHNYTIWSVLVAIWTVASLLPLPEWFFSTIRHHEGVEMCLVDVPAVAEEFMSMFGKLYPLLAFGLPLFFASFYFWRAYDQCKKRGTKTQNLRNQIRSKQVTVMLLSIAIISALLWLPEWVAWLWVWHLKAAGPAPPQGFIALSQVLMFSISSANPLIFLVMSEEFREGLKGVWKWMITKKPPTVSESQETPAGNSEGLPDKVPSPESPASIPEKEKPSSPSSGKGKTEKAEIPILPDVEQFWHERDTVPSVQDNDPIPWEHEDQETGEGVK
MITF inh: MITF inhibitors, primary screen, biochemical, AlphaScreen, human | AlphaScreen MITF homodimerization, bead proximity signal | inhibition, % at 2.6 µM | actives 0.91% (n = 650,000); in the data active = inhibition above about 50%;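 also: 0% = vehicle wells with protein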
Target sequence (O75030 whole entry, looked up): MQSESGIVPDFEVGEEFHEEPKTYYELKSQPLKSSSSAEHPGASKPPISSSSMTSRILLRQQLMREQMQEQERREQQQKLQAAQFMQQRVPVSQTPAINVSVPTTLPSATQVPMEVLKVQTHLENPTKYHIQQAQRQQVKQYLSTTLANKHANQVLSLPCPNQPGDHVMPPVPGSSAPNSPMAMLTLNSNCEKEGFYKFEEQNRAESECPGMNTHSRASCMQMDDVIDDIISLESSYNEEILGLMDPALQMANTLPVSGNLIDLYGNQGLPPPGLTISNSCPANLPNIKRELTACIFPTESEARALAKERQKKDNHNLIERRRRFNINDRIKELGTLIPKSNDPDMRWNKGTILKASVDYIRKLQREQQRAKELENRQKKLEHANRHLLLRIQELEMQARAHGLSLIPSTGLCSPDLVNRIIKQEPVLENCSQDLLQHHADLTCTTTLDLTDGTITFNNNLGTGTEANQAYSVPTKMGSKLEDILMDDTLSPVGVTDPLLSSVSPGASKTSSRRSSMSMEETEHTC
TEAD-YAP inh: TEAD-YAP interaction inhibition, primary screen, TEAD-YAP interaction inhibitor project, luminescence, HEK-TIYL cells; actives 1.4% (n = 640,000); inhibition, % at 9.12 µM; AID 1259422, 2018; TEAD-Gal4/YAP UAS-luciferase luminescence; in the data active = inhibition above about 32%;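 also: 0% = median of test compound wells and 100% = reference inhibitor wells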
Active calls of the source: *.

SMILES | FBW7 activator | GPR151 activ | MITF inh | TEAD-YAP inh
c1ccc(C2=NNC(c3ccccc3)=NN2)cc1 | 0.0 | -6.5 | 5 | 42*
Cc1c(O)nc(SC2CC(=O)N(c3ccccc3)C2=O)[nH]c1=O (stereo not given) | -0.1 | -0.1 | -3 | 3
CC(=O)c1ccc(NC(=S)NCC(c2ccco2)N2CCCC2)cc1 (stereo not given) | 0.1 | -0.3 | -10 | 3
CN1C(=O)N(CC(=O)NCC2CC2)c2cccnc2N1C | -0.1 | -0.3 | -1 | -3
CC(C)(C)NC(=O)Cn1nc(-c2ccc(F)cc2)ccc1=O | 0.2 | 0.1 | -6 | -7
CC(NC(=O)c1cc(-c2ccc3c(c2)OCO3)on1)c1ccccc1 (stereo not given) | 0.1 | -0.8 | -18 | -11
N#Cc1ccccc1NC(=O)COC(=O)c1ccc(S(=O)(=O)N2CCOCC2)cc1 | 0.8 | -1.2 | 7 | -10
COc1ccc(S(=O)(=O)N(CC(=O)Nc2cccc(OC)c2)c2ccc(C)cc2)cc1 | 0.1 | -2.4 | -3 | 2
CC(=O)C1Cc2c(C)nn(-c3ccccc3)c2C1 (stereo not given) | 0.7 | -1.1 | 1 | 1
CC1OC(Nc2ccc(Cl)c([N+](=O)[O-])c2)C(O)C(O)C1O (stereo not given) | -0.1 | -0.6 | 2 | 5
COc1cc(C2C(C(=O)Nc3ccccc3)=C(C)Nc3nnnn32)ccc1OC(=O)c1ccccc1 (stereo not given) | 0.2 | 3.6 | -5 | -6
CCN(c1ccccc1)S(=O)(=O)c1ccc2[nH]c(=O)ccc2c1 | 0.3 | -0.5 | 13 | -5
N#C/C(=C\c1ccc([N+](=O)[O-])s1)C(N)=O | -0.7 | 0.1 | 23 | 10
CC(C)(C)c1nnc(NS(=O)(=O)Cc2ccccc2)s1 | 0.2 | 2.6 | 6 | -14
CC(C)CC(C(=O)Nc1nccs1)N1C(=O)c2ccccc2C1=O (stereo not given) | -0.1 | 4.4 | -9 | -13
Cc1ccc(C)c(NC2=NS(=O)(=O)c3ccccc32)c1 | 0.1 | 1.1 | 3 | -8
Cc1ccccc1CN1CCc2c(OCC(=O)Nc3cccc(C)c3C)cccc2C1=O | 0.1 | -1.3 | 4 | 3
COc1ccc(-c2cc(SCc3cc(OC)cc(OC)c3)ncn2)cc1 | 0.4 | 0.5 | 5 | 10
O=C1CCC(CCNCc2ccncc2)N1Cc1ccccc1F (stereo not given) | -0.1 | -0.1 | 13 | 2
CCCC(CCC)C(=O)Nc1cc(C)nn1-c1nc2c(cnn2-c2ccc(Cl)cc2)c(=O)[nH]1 | 0.1 | 2.3 | -3 | 5
COc1ccccc1C(=O)Nc1ccc2nc(N3CCN(c4ncccn4)CC3)cc(C)c2c1 | 0.1 | -0.1 | -7 | 25
COc1cc2cc(CN(CC3CCCO3)C(=O)NC3CCCCC3)c(=O)[nH]c2cc1OC (stereo not given) | -0.1 | 0.7 | -7 | -4
CCCCOCCCNC(=O)COc1ccccc1 | 0.0 | -0.2 | -6 | -4
C=CCN1C(=O)/C(=c2\sc3n(c2=O)C(c2ccc(Cl)cc2)C(C(=O)OCC)=C(C)N=3)c2ccccc21 (stereo not given) | 1.4 | -0.1 | 11 | 2
Cc1cc(C)cc(NC(=O)N2CCCCCCC2)c1 | -0.1 | 0.3 | 5 | 3
Cn1cc(C(=O)O)c(=O)c2ccc(Cl)cc21 | -0.3 | -1.0 | 0 | -7
COc1ccccc1CNC(=O)Nc1ccc(C)c(NC(=O)NCc2ccccc2OC)c1 | 0.0 | -0.9 | 0 | -5
Cc1ccc(N=Cc2c(O)n(Cc3ccccc3)c(=O)[nH]c2=O)cc1 | 0.0 | 1.6 | 4 | -2
CCOc1ccc2c(c1)N(C(=O)CN1C(=O)CCC1=O)C(C)(C)C=C2C | 0.4 | -0.7 | 11 | 16
CCCCCNC(=O)c1cc(S(=O)(=O)N2CCCCC2)ccc1F | -0.1 | 2.0 | -11 | 2

Entries from the list above that have fluorine:
SMILES | FBW7 activator | GPR151 activ | MITF inh | TEAD-YAP inh
CC(C)(C)NC(=O)Cn1nc(-c2ccc(F)cc2)ccc1=O | 0.2 | 0.1 | -6 | -7
O=C1CCC(CCNCc2ccncc2)N1Cc1ccccc1F (stereo not given) | -0.1 | -0.1 | 13 | 2
CCCCCNC(=O)c1cc(S(=O)(=O)N2CCCCC2)ccc1F | -0.1 | 2.0 | -11 | 2

Molecules from the list above with an NH in an aromatic ring (5):
SMILES | FBW7 activator | GPR151 activ | MITF inh | TEAD-YAP inh
Cc1c(O)nc(SC2CC(=O)N(c3ccccc3)C2=O)[nH]c1=O (stereo not given) | -0.1 | -0.1 | -3 | 3
CCN(c1ccccc1)S(=O)(=O)c1ccc2[nH]c(=O)ccc2c1 | 0.3 | -0.5 | 13 | -5
CCCC(CCC)C(=O)Nc1cc(C)nn1-c1nc2c(cnn2-c2ccc(Cl)cc2)c(=O)[nH]1 | 0.1 | 2.3 | -3 | 5
COc1cc2cc(CN(CC3CCCO3)C(=O)NC3CCCCC3)c(=O)[nH]c2cc1OC (stereo not given) | -0.1 | 0.7 | -7 | -4
Cc1ccc(N=Cc2c(O)n(Cc3ccccc3)c(=O)[nH]c2=O)cc1 | 0.0 | 1.6 | 4 | -2

The results go on.
SMILES | FBW7 activator | GPR151 activ | MITF inh | TEAD-YAP inh
CC(=O)Nc1ccc(S(=O)(=O)NNC(=O)c2ccccc2Cl)cc1 | -0.1 | -0.4 | 8 | -4
CCCCn1c(CNC(=O)C23CC4CC(CC(C4)C2)C3)nnc1SC(C)C | 1.2 | 1.0 | 9 | 4
O=C(Nc1ccc(S(=O)(=O)N2CCCCC2)cc1)c1ccc(CN2CCc3ccccc3C2)cc1 | 0.6 | 0.9 | 17 | 65*
N#Cc1cc2c(cc1C#N)N(Cc1ccccc1)CCN2Cc1ccccc1 | 0.1 | -0.7 | 7 | 0
CC1=C(C(=O)OC(C)C)C(c2ccc(Cl)cc2)C2=C(CC(C)(C)CC2=O)N1 (stereo not given) | 0.2 | 1.6 | 6 | -1
C/C(=N\Nc1ccccc1)c1ccc(N2CCN(C)CC2)c(F)c1 | -0.1 | 0.5 | -12 | 3
O=C(Oc1ccc([N+](=O)[O-])cc1)c1ccc2c(c1)C(=O)N(c1cccc3ccccc13)C2=O | -0.2 | 1.7 | -2 | -2
COC(=O)c1ccc(Cl)c(NC(=O)CN2CCc3ccccc3C2)c1 | -0.1 | -0.1 | -5 | -15
CCOC(=O)c1ccc2nc(NC(=O)CSc3nc4ccccc4o3)sc2c1 | 0.3 | -1.1 | 5 | 4
CCc1nnc(NS(=O)(=O)c2ccc(NC(=O)c3ccc([N+](=O)[O-])o3)cc2)s1 | 0.1 | -1.0 | 12 | 5
CC1CCC(NC(=O)c2ccc(/C=C3\Oc4ccccc4NC3=O)cc2)CC1 (stereo not given) | 0.1 | 0.2 | 4 | -16
O=C1[C@H]2CN(Cc3ccc(Cl)cc3)CCN2C(=O)[C@H]2CCCN12 | 0.1 | -0.5 | 13 | 5
CCN(CC)CC(=O)Nc1cccc(Br)c1 | -0.1 | -0.8 | -10 | 4
CCOC(=O)C1=C(C)N=C2SCCC(=O)N2C1c1cccc(Br)c1 (stereo not given) | 0.0 | 0.2 | 16 | 4
CSc1nnc(-c2ccc3c(c2)OCO3)n1C | -0.1 | 0.7 | -8 | 1
CN1/C(=C\C(=O)COC(=O)c2ccc(N)c([N+](=O)[O-])c2)C(C)(C)c2ccccc21 | -0.2 | -0.6 | -1 | 2
CCCn1c(=O)c2ccccc2n2c(SCC(=O)N3C(C)CCCC3C)nnc12 (stereo not given) | 0.1 | 0.7 | 7 | 8
O=C(CNC(=O)c1ccc(Cl)c([N+](=O)[O-])c1)OCc1ccccc1F | -0.1 | 0.2 | -2 | 0
O=C(c1cccs1)N1N=C(c2ccc(O)cc2)CC1c1ccco1 (stereo not given) | -0.1 | 0.6 | -3 | -8
CCC(=O)N1CCN(c2ccc(NC(=O)COc3ccc(Br)cc3)cc2)CC1 | 1.2 | -0.1 | 20 | 10
Cc1ccc(NS(=O)(=O)c2cccc(Cl)c2)cc1 | -0.1 | 3.1 | -9 | -5
O=C(c1ccccc1Br)N(Cc1cccs1)C1CCS(=O)(=O)C1 (stereo not given) | 0.1 | -0.5 | 10 | -2
Cc1cc(C(=O)Nc2ccon2)cs1 | -0.2 | -2.6 | 0 | -12
Nc1ncnc(N(CCO)CCO)c1[N+](=O)[O-] | 0.0 | 1.1 | 3 | 16
Cc1ccc(C)c(C=C2C(=O)N(C)C(=O)N(C)C2=O)c1 | 0.0 | 0.6 | 15 | -4
Cc1ccc(-n2c(-c3ccco3)n[nH]c2=S)c(C)c1 | -0.2 | 0.4 | -4 | -12
CCN(CC)S(=O)(=O)c1ccc(C2=CSC3=NCCN23)cc1 | -0.1 | 2.1 | -45 | 1
CCCCNC(=O)CSc1nc(CCC)nc2ccccc12 | 0.6 | 3.6 | 30 | -5
CC(C)CN=Cc1c(O)n(C2CCCCC2)c(=O)n(C2CCCCC2)c1=O | 0.0 | -0.6 | 4 | 8
CCOC(=O)c1c(NC(=O)CC)sc(C(N)=O)c1C | 0.0 | -0.2 | 3 | 8
CC(C)OC(=O)c1sc2nc3c(c(-c4cccs4)c2c1N)CN(C)CC3 | 0.0 | -0.4 | -4 | -3
O=C(CSc1nc2ccc(NC(=O)CSc3nnnn3Cc3ccccc3)cc2s1)Nc1ccccc1 | 0.1 | 1.0 | -4 | -9
Cc1cc([N+](=O)[O-])ccc1N1C(=O)c2ccc(C(=O)Nc3ccccc3C(=O)O)cc2C1=O | -0.2 | 0.0 | -6 | 2
C=CCN(CC=C)C(=O)COc1ccc(Cl)cc1 | 0.2 | -1.2 | 14 | -1
CC(C(=O)N(C1CCCCC1)C1CCCCC1)N1C(=O)c2ccccc2C1=O (stereo not given) | 0.1 | -1.4 | 20 | 7
Cc1cccc(N2COc3ccc(Br)cc3C2)c1 | -0.3 | 2.4 | -6 | -2
Cc1ccc(NCCC(=O)NNC(=O)Cc2ccccc2)cc1 | 0.0 | 0.8 | 7 | 4
O=C(OCc1ccc([N+](=O)[O-])cc1Cl)c1cccs1 | -0.2 | -1.0 | 8 | -1
CCOc1cc(C2C(C(=O)OCc3ccccc3)=C(C)NC3=C2C(=O)CCC3)cc(Br)c1O (stereo not given) | -0.2 | -0.1 | 2 | 7
O=C1c2ccc(F)cc2C(=O)N1c1ccc(F)cc1 | 0.0 | -0.2 | -1 | 3

Molecules above with a COOH group (2):
SMILES | FBW7 activator | GPR151 activ | MITF inh | TEAD-YAP inh
Cn1cc(C(=O)O)c(=O)c2ccc(Cl)cc21 | -0.3 | -1.0 | 0 | -7
Cc1cc([N+](=O)[O-])ccc1N1C(=O)c2ccc(C(=O)Nc3ccccc3C(=O)O)cc2C1=O | -0.2 | 0.0 | -6 | 2

The listing continues.
SMILES | FBW7 activator | GPR151 activ | MITF inh | TEAD-YAP inh
OC(COCC1COc2ccccc2O1)CN1CCN(c2cccc(Cl)c2)CC1 (stereo not given) | -0.1 | 0.8 | 8 | 2
Cc1cc(C)c2cc(C#N)c(SCC(=O)N3CCCC3)nc2c1 | 0.0 | 0.7 | 6 | -14
COc1ccc(Oc2ccc(Oc3ccc(OC)cc3)cc2)cc1 | -0.1 | -1.0 | -14 | -2
CCC1=NN(C(=O)COc2c(C)cc(C)cc2C)C(O)(C(F)(F)F)C1 (stereo not given) | 0.6 | 4.3 | 2 | -1
Cc1ccc(C(=O)NCCCN2CCOCC2)cc1-n1ncc2cc(Nc3c(Cl)cccc3Cl)ccc21 | 0.3 | -1.2 | 14 | 8
Cc1ccc(NC(=O)CCS(=O)(=O)c2cccc3nonc23)cc1F | -0.2 | -1.0 | 5 | -12
COc1cc(C(=O)OCN2C(=O)c3ccccc3C2=O)ccc1OCC#N | 0.8 | -1.1 | 50 | 6
CC(=O)CC(=O)N1CCOCC1 | 0.0 | 2.0 | 7 | -6
COc1ccccc1NC(=O)c1ccc(SCC(=O)NCc2ccc(F)cc2)c([N+](=O)[O-])c1 | -0.1 | -0.6 | 6 | 0
Nc1ccccc1NC(=O)c1ccncc1 | 1.1 | -1.9 | 21 | -5
Cc1ccc(CNC(=O)CCCn2c(=O)[nH]c3ccccc3c2=O)cc1 | -0.2 | 0.9 | -8 | -1
CC(C)n1cnc2c(NC3CC3)nc(NCc3cccnc3)nc21 | 0.1 | 2.1 | 10 | 12
COC(=O)c1sc2nc(C)cc(C(F)(F)F)c2c1N | 0.2 | -0.4 | 4 | 1
CCOc1ccc(C2c3cccn3CCN2C(=S)NC(C)(C)C)cc1 (stereo not given) | 0.2 | -1.5 | -14 | -8
Cc1cc(C)n2c(SCC(C)C)nnc2n1 | 0.0 | -0.7 | -7 | -7
Cc1ccc(C)c(S(=O)(=O)NN)c1 | 0.2 | 0.1 | 17 | -6
COc1ccc(C2CC(C(F)(F)F)n3ncc(C(=O)NC45CC6CC(CC(C6)C4)C5)c3N2)cc1 (stereo not given) | 0.0 | 1.1 | -14 | -22
Cc1ccccc1OCC(=O)Nc1ncc(Cc2ccccc2Cl)s1 | 0.2 | -0.2 | 0 | -31
Nn1c(SCC(=O)Nc2nccs2)nnc1-c1ccncc1 | 0.0 | -0.9 | 2 | -3
CCC1CCCCN1CCCNC(=O)/C=C/c1ccc(OC)cc1 (stereo not given) | 1.0 | 1.4 | 15 | 3

Not a retest: entries from further up.
SMILES | FBW7 activator | GPR151 activ | MITF inh | TEAD-YAP inh
Nn1c(SCC(=O)Nc2nccs2)nnc1-c1ccncc1 | 0.0 | -0.9 | 2 | -3
CCC1CCCCN1CCCNC(=O)/C=C/c1ccc(OC)cc1 (stereo not given) | 1.0 | 1.4 | 15 | 3
